dFosB activator: enhances mouse delta FosB homodimer DNA binding; activation, % at 25 µM; 0.99% of 340,000 active; P13346; purified delta FosB, TAMRA-CDK5 oligo fluorescence polarization; percent of positive-control signal above neutral wells;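 active means mean activation above about 17%, with every replicate also reaching it, limit read from the data, passing the limit was not always enough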;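 further: fluorescence polarization rise as delta FosB binds a TAMRA Cdk5 AP-1 oligo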
Target sequence (P13346 whole entry, looked up): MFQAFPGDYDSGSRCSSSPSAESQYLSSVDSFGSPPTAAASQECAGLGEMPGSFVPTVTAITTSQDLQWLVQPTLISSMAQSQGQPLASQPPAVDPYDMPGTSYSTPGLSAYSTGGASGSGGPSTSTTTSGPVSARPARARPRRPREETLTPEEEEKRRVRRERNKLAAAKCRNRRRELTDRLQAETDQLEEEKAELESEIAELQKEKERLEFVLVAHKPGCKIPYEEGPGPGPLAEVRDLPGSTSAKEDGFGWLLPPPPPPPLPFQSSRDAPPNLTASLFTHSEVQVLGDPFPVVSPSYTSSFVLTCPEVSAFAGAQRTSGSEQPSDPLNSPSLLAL
V-ATPase pH: alters yeast V-ATPase proton transport; response, % at 10 µM; 0.37% of 350,000 active; S. cerevisiae, pHLuorin cytosolic pH fluorescence; in the data active means response mostly above about 7.3%, no sharp cut-off; inactive means mostly below about 5.4%; further: actives read high; inactives centre near 0; some compounds called inactive have numbers as strong as hits
CAL PDZ FP-1: blocks peptide binding to human CAL PDZ domain; Q9HD26; purified CAL PDZ, TMR-peptide fluorescence polarization, 1 h; inhibition, % at 20 µM; 0.02% of 330,000 active; AID 504414;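 active means highest replicate inhibition of at least 40%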;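 further: plate controls were DMSO neutral control wells for no effect and unlabeled competitor peptide control wells for full effect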
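Material – purified CerCALP PDZ construct · Detection – FP readout, S and P plane fluorescence · Measure – percent inhibition from loss of millipolarization · Controls – unlabelled peptide for full inhibition, DMSO wells as neutral · Probe or stimulus – TMR-labelled reporter peptide T*-PRC34 bound in PDZ groove · Times – 1 h at RT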
Rtt109 Vps75: C. albicans Rtt109 histone acetyltransferase inhibition. inhibition, % at 34.9 µM. AID 540336. 0.16% of 330,000 active. purified Rtt109/Vps75, ThioGlo CoA-SH fluorescence, 4 h;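 active means inhibition of at least 50% in every replicate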
Target sequence (Q5AAJ8 whole entry, looked up): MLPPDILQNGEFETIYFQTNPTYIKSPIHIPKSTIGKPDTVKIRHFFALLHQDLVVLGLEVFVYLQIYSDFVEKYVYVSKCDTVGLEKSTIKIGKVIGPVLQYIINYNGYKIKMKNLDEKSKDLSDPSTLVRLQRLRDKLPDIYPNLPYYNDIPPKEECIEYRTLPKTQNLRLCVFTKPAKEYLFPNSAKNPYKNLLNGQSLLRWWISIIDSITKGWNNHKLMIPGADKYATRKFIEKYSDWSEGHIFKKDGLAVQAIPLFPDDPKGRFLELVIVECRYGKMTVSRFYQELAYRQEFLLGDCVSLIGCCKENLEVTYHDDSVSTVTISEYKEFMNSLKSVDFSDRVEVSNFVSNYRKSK
cardiac RTF act: cardiac RTF calcium sensitization; IANBD-labeled TnC RTF fluorescence at EC20 calcium; 0% EC20 calcium, 100% full calcium; P19429+P45379; 0.24% of 340,000 active; activation, % at 7.2 µM; AID 493008;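 active means activation above the mean over all tested compounds plus 3 SD, cut at about 30% in these data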;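 further: rise in fluorescence read as greater calcium sensitivity of cardiac thin filaments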
MITF TRPM1 HTS: increases MITF-driven TRPM1 promoter luciferase signal; SK-MEL-5 TRPM1-promoter luciferase, 24 h; % of positive control, neutral wells = 0; AID 588334; activation, % at 12.5 µM; 0.75% of 300,000 active;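 active means mean activation of at least 80% with every replicate also reaching 80%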;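 further: 0% = neutral control wells and 100% = parthenolide positive control wells; values of inactives mirror those of a sister screen read the other way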
CDK5 inh: CDK5/p35 (human) kinase inhibition; Q00535+Q15078; Recombinant CDK5/p35, ADP-Glo luminescence, 60 min; inhibition, % at 10 µM; 0.01% of 330,000 active;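 active means highest replicate inhibition of at least 50% and at least 75% of replicates reaching 50%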;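 further: plate controls were DMSO neutral control for no effect and GW8510 at 10 µM for full effect; many of its hits are not listed in these tables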
Wnt act: Wnt/beta-catenin pathway activation. Wnt/beta-catenin reporter cell assay, activator, plate reader. activation, % at 9.35 µM. 1.2% of 300,000 active. AID 743398; in the data active means activation above about 30%, passing the limit was not always enough;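 further: 0% = neutral control wells and 100% = positive control wells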
CAL PDZ FP-2: blocks peptide binding to the human CAL PDZ domain. Q9HD26. purified CAL PDZ, TMR-peptide fluorescence polarization, 1 h. inhibition, % at 24.9 µM. 0.92% of 300,000 active. AID 602252;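 active means mean inhibition of at least 30% with at least half of replicates also reaching 30%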;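 further: 0% = DMSO neutral control and 100% = excess unlabeled competitor peptide PRC23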
Tat transport: E. coli Tat transport inhibition. E. coli MC4100 TorA-mCherry Tat export, fluorescence. 0.036% of 340,000 active. inhibition, % at 10 µM;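 active means mean replicate inhibition at least 50% and at least half of replicates individually reaching 50%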;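 further: exported cargo escapes ClpAP degradation while cytoplasmic cargo is degraded and loses fluorescence; 0% = median of neutral control wells and 100% = median of NaSCN control wells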
* hit, by the source's call.

For COc1ccc(/C=C/C(=O)Nc2nc(C)c(C(=O)N(C)C)s2)cc1 the results were dFosB activator -8, V-ATPase pH 0, CAL PDZ FP-1 -3.7, Rtt109 Vps75 -10, cardiac RTF act 3, MITF TRPM1 HTS -9, CDK5 inh 1.2, CAL PDZ FP-2 -1 and Tat transport 3.
For CC1CCc2c(C(=O)Nc3ccc(N4CCOCC4)cc3)csc2C1 (stereo unspecified) the results were dFosB activator -2, V-ATPase pH 0, CAL PDZ FP-1 0.3, Rtt109 Vps75 3, cardiac RTF act 4, MITF TRPM1 HTS 20, CDK5 inh 0.0, Wnt act 1, CAL PDZ FP-2 -6 and Tat transport 3.
Screening O=C(Nc1cccc(C(=O)N2CCCC2)c1)c1ccccc1Cl returned dFosB activator 5, V-ATPase pH 1, CAL PDZ FP-1 -0.2, Rtt109 Vps75 1, cardiac RTF act -2, MITF TRPM1 HTS -22, CDK5 inh -0.1, CAL PDZ FP-2 -2 and Tat transport 11.
For CCOC(=O)CSc1nnc(Cn2c(=O)sc3ccccc32)n1-c1ccccc1C the results were dFosB activator 3, V-ATPase pH 1, CAL PDZ FP-1 1.1, Rtt109 Vps75 1, cardiac RTF act 2, MITF TRPM1 HTS -5, CDK5 inh 1.9, Wnt act 8, CAL PDZ FP-2 -5 and Tat transport 1.
Screening COc1ccc(OC)c(C2=Nn3c(nnc3-c3ccncc3)SC2)c1 returned dFosB activator -23, V-ATPase pH 1, CAL PDZ FP-1 -3.9, Rtt109 Vps75 2, cardiac RTF act -1, MITF TRPM1 HTS 42, CDK5 inh -1.1, Wnt act 28, CAL PDZ FP-2 1 and Tat transport 3.
For CSc1ccccc1C(=O)C1CCCN(C(=O)CCc2cccnc2)C1 (stereo unspecified) the results were dFosB activator -1, V-ATPase pH -1, CAL PDZ FP-1 -2.2, Rtt109 Vps75 -6, cardiac RTF act 6, MITF TRPM1 HTS 6, CDK5 inh 0.0, Wnt act 0 and Tat transport 1.
For Cc1cc(=O)oc2cc(OC(C)C(=O)Nc3ccc(N4CCCCC4)cc3)ccc12 (stereo unspecified) the results were dFosB activator 3, V-ATPase pH -1, CAL PDZ FP-1 -1.5, Rtt109 Vps75 -1, cardiac RTF act -1, MITF TRPM1 HTS 8, CDK5 inh 1.7, Wnt act 1 and Tat transport -8.
Screening O=C(NNC(=O)c1ccc(SCC2CCCO2)c([N+](=O)[O-])c1)c1ccc(Cl)c([N+](=O)[O-])c1 (stereo unspecified) returned dFosB activator -16, V-ATPase pH -1, CAL PDZ FP-1 -2.6, Rtt109 Vps75 4, cardiac RTF act 7, MITF TRPM1 HTS 8, CDK5 inh 0.4 and Tat transport 0.
Screening Oc1ccc(/C=N/NC2=NCCCCC2)c(O)c1 returned dFosB activator 1, V-ATPase pH 6, CAL PDZ FP-1 -0.5, Rtt109 Vps75 13, cardiac RTF act 5, CDK5 inh 1.1 and Tat transport -7.
Screening Cc1cccnc1NC(=O)Nc1cccc(C(F)(F)F)c1 returned dFosB activator 0, V-ATPase pH -1, CAL PDZ FP-1 -0.1, Rtt109 Vps75 -1, cardiac RTF act -2, CDK5 inh 0.4, CAL PDZ FP-2 0 and Tat transport -7.
`CC(C)C(=O)Nc1cccnc1` gave dFosB activator -2, V-ATPase pH -2, CAL PDZ FP-1 -3.5, Rtt109 Vps75 4, cardiac RTF act 4, MITF TRPM1 HTS 4, CDK5 inh 0.7, Wnt act -2, CAL PDZ FP-2 1 and Tat transport -1.
For Cc1cc(CN2CCCCC2C(=O)Nc2ccc(Oc3cccnc3)cc2)oc1C (stereo unspecified) the results were dFosB activator -12, V-ATPase pH 3, CAL PDZ FP-1 -0.6, Rtt109 Vps75 -1, cardiac RTF act 0, MITF TRPM1 HTS 19, CDK5 inh -2.9, Wnt act 5 and Tat transport 1.
`C[C@H]1CN([C@@H](C)CO)C(=O)Cc2cc(NS(C)(=O)=O)ccc2O[C@@H]1CN(C)CC1CC1` gave dFosB activator 1, V-ATPase pH 3, CAL PDZ FP-1 -0.1, Rtt109 Vps75 -18, cardiac RTF act 1, MITF TRPM1 HTS 12, CDK5 inh -0.8, Wnt act 0, CAL PDZ FP-2 0 and Tat transport -7.
For O=C(N/N=C/c1cccnc1)c1ccccc1NS(=O)(=O)c1cccs1 the results were dFosB activator -11, V-ATPase pH -2, CAL PDZ FP-1 0.3, Rtt109 Vps75 7, cardiac RTF act -1, MITF TRPM1 HTS 2, CDK5 inh 0.5, Wnt act 0, CAL PDZ FP-2 7 and Tat transport 4.
`CCCn1c(SCC(=O)Nc2ccc3c(c2)OCCO3)n[nH]c1=O` gave dFosB activator -1, V-ATPase pH 0, CAL PDZ FP-1 -2.3, Rtt109 Vps75 2, cardiac RTF act 11, MITF TRPM1 HTS 5, CDK5 inh 0.9, Wnt act 4, CAL PDZ FP-2 -2 and Tat transport -8.

Continued, starting with the last 3 of the part before.
`C[C@H]1CN([C@@H](C)CO)C(=O)Cc2cc(NS(C)(=O)=O)ccc2O[C@@H]1CN(C)CC1CC1` gave dFosB activator 1, V-ATPase pH 3, CAL PDZ FP-1 -0.1, Rtt109 Vps75 -18, cardiac RTF act 1, MITF TRPM1 HTS 12, CDK5 inh -0.8, Wnt act 0, CAL PDZ FP-2 0 and Tat transport -7.
For O=C(N/N=C/c1cccnc1)c1ccccc1NS(=O)(=O)c1cccs1 the results were dFosB activator -11, V-ATPase pH -2, CAL PDZ FP-1 0.3, Rtt109 Vps75 7, cardiac RTF act -1, MITF TRPM1 HTS 2, CDK5 inh 0.5, Wnt act 0, CAL PDZ FP-2 7 and Tat transport 4.
`CCCn1c(SCC(=O)Nc2ccc3c(c2)OCCO3)n[nH]c1=O` gave dFosB activator -1, V-ATPase pH 0, CAL PDZ FP-1 -2.3, Rtt109 Vps75 2, cardiac RTF act 11, MITF TRPM1 HTS 5, CDK5 inh 0.9, Wnt act 4, CAL PDZ FP-2 -2 and Tat transport -8.
Cc1cc(C[n+]2ccccc2)c2nsnc2c1 was read as dFosB activator 8, V-ATPase pH -1, CAL PDZ FP-1 0.1, Rtt109 Vps75 -1, cardiac RTF act -7, MITF TRPM1 HTS -13, CDK5 inh -2.7, CAL PDZ FP-2 -3 and Tat transport -3.
`CN(Cc1ccccc1)C(=O)c1nc[nH]c1C(=O)N1CCN(C(=O)OC(C)(C)C)CC1` gave dFosB activator 5, V-ATPase pH -4, CAL PDZ FP-1 -0.9, Rtt109 Vps75 -4, cardiac RTF act -1, MITF TRPM1 HTS 7, CDK5 inh -0.4, Wnt act -1, CAL PDZ FP-2 -3 and Tat transport 1.
`O=C(NC1CCC(O)CC1)c1ccc(S(=O)(=O)NCc2ccco2)cc1` (stereo unspecified) gave dFosB activator 5, V-ATPase pH 1, CAL PDZ FP-1 -0.5, Rtt109 Vps75 -1, cardiac RTF act 0, MITF TRPM1 HTS -8, CDK5 inh 2.6, CAL PDZ FP-2 -4 and Tat transport -3.
`COc1ccc(S(=O)(=O)N(CC(=O)NCc2ccccn2)Cc2ccccc2)cc1` gave dFosB activator -3, V-ATPase pH -2, CAL PDZ FP-1 -1.4, Rtt109 Vps75 4, cardiac RTF act -4, MITF TRPM1 HTS -11, CDK5 inh -0.8, Wnt act -4, CAL PDZ FP-2 2 and Tat transport 2.
For CC1CCCN(CC(O)CN2CCN(CC(O)CN3CCCC(C)C3)C(C)C2)C1 (stereo unspecified) the results were dFosB activator 2, V-ATPase pH 2, CAL PDZ FP-1 0.5, Rtt109 Vps75 0, cardiac RTF act -2, MITF TRPM1 HTS -1, CDK5 inh 1.1, Wnt act 0, CAL PDZ FP-2 -4 and Tat transport 5.
C#CCOCCOCCOCCNc1nc(N2CCN(C(=O)Cn3cc(CCCN=C(N)N)nn3)CC2)nc(N2CCN(C(=O)[C@H]([C@@H](C)O)n3cc(CCCCN)nn3)CC2)n1 was read as dFosB activator 6, V-ATPase pH 2, CAL PDZ FP-1 -0.6, Rtt109 Vps75 -13, cardiac RTF act 4, MITF TRPM1 HTS -4, CDK5 inh -2.7, Wnt act -1, CAL PDZ FP-2 2 and Tat transport -4.
`CCN(C(=O)COC(=O)c1c(-c2ccccc2)noc1C)C1CCS(=O)(=O)C1` (stereo unspecified) gave dFosB activator -1, V-ATPase pH -1, CAL PDZ FP-1 0.2, Rtt109 Vps75 -9, cardiac RTF act -2, MITF TRPM1 HTS -6, CDK5 inh 1.4, CAL PDZ FP-2 -4 and Tat transport -4.
CCC(C)(C)NC(=O)CSc1nc(Cc2ccccc2)nc2ccccc12 was read as dFosB activator -14, V-ATPase pH 2, CAL PDZ FP-1 18, Rtt109 Vps75 6, cardiac RTF act -4, MITF TRPM1 HTS 9, CDK5 inh -0.5, Wnt act -2, CAL PDZ FP-2 16 and Tat transport 3.
Screening COC(=O)C1(C(F)(F)F)N=C(N(C)C)OC(N(C)C)=N1 returned dFosB activator -5, V-ATPase pH 0, CAL PDZ FP-1 -1.6, Rtt109 Vps75 -6, cardiac RTF act -6, MITF TRPM1 HTS -8, CDK5 inh 1.5, Wnt act -1, CAL PDZ FP-2 42* and Tat transport -4.
Screening Clc1ccc2c(N/N=C/c3ccc(Br)cc3)ccnc2c1 returned dFosB activator 34*, V-ATPase pH 1, CAL PDZ FP-1 -0.6, Rtt109 Vps75 1, cardiac RTF act -1, MITF TRPM1 HTS -28, CDK5 inh 1.6, Wnt act -2, CAL PDZ FP-2 -2 and Tat transport 0.
O=C(CSCc1c(Cl)cccc1Cl)NCc1ccccn1 was read as dFosB activator -1, V-ATPase pH 4, CAL PDZ FP-1 -0.2, Rtt109 Vps75 1, cardiac RTF act 8, MITF TRPM1 HTS 7, CDK5 inh -5.7, Wnt act -1, CAL PDZ FP-2 -2 and Tat transport -3.
For CN(C(=O)CCCN1C(=O)c2cccc3cccc(c23)C1=O)c1ccccc1 the results were dFosB activator 2, V-ATPase pH -1, CAL PDZ FP-1 -4.0, Rtt109 Vps75 -12, cardiac RTF act 5, MITF TRPM1 HTS 1, CDK5 inh -0.3, Wnt act -1, CAL PDZ FP-2 -5 and Tat transport 1.
Cc1ccc(S(=O)(=O)N2C[C@@H]3[C@H]4CC[C@H](C4)[C@@H]3[C@@H](C)[C@@H]2c2ccco2)cc1 was read as dFosB activator -9, V-ATPase pH -1, CAL PDZ FP-1 -0.5, Rtt109 Vps75 -4, cardiac RTF act -1, MITF TRPM1 HTS 6, CDK5 inh -0.3, Wnt act 1, CAL PDZ FP-2 -2 and Tat transport -8.
For Cc1ccc(C)c(OCCC(=O)OCC(=O)NC(=O)NC2CCCCC2)c1 the results were dFosB activator -10, V-ATPase pH 3, CAL PDZ FP-1 -0.6, Rtt109 Vps75 -8, cardiac RTF act -2, MITF TRPM1 HTS 1, CDK5 inh -1.1, Wnt act -2 and Tat transport 11.
`CC(NC(=O)CCn1c(=S)[nH]c2ccsc2c1=O)c1ccccc1` (stereo unspecified) gave dFosB activator 2, V-ATPase pH -4, CAL PDZ FP-1 -1.2, Rtt109 Vps75 -3, cardiac RTF act -5, MITF TRPM1 HTS -3, CDK5 inh -0.3, Wnt act -1, CAL PDZ FP-2 -19 and Tat transport -11.
